mec2-1: NCI yeast anticancer drug screen, S. cerevisiae mec2-1 strain. % growth inhibition at 50 µM. hit rate 9% among 79,000;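 note: 0% = growth of vehicle-only cultures of the same strain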
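Growth inhibition is read against vehicle-treated controls after compound exposure of the mec2-1 yeast strain, which is defective in DNA damage repair or cell cycle control.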
yeast cln2 rad14: NCI yeast anticancer drug screen, S. cerevisiae cln2 rad14 strain; growth inhibition, % at 50 µM; hit rate 8.3% among 78,000; AID 165, 2004;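 note: 0% = growth of vehicle-only cultures of the same strain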
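Yeast strain cln2 rad14, bearing defects in cell cycle control and DNA repair, serves as the test system; values reflect growth inhibition compared with vehicle.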
yeast mlh1 rad18: NCI yeast anticancer drug screen, S. cerevisiae mlh1 rad18 strain; hit rate 11% among 79,000; growth inhibition, % at 50 µM;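 note: 0% = growth of vehicle-only cultures of the same strain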
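Genetically defined yeast (DNA repair-deficient) exposed to compounds; growth inhibition determined relative to vehicle.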
yeast bub3: NCI yeast anticancer drug screen, S. cerevisiae bub3 mutant strain. hit rate 9.9% among 78,000. % growth inhibition at 50 µM. AID 167, 2004;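 note: 0% = growth of vehicle-only cultures of the same strain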
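Readout: yeast growth inhibition, expressed relative to vehicle-only wells. The test organism is a mutant strain from a panel with lesions in DNA repair or checkpoint genes.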
sgs1 mgt1: NCI yeast anticancer drug screen, S. cerevisiae sgs1 mgt1 strain | hit rate 10% among 78,000 | AID 161, 2004 | % growth inhibition at 50 µM;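 note: 0% = growth of vehicle-only cultures of the same strain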
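Genetically altered yeast, compound exposure, growth inhibition relative to vehicle.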
rad50: NCI yeast anticancer drug screen, S. cerevisiae rad50 strain | hit rate 10% among 79,000 | growth inhibition, % at 50 µM | AID 155, 2004;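 note: 0% = growth of vehicle-only cultures of the same strain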
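Growth of the mutant yeast was measured after compound exposure and referenced to vehicle-treated cultures.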
An asterisk follows results filed as active; / = not tested or not shown; & = joins results of further samples. Cut-off read from the data, not from the text of the source: active = growth inhibition above about 70%; inactive = the rest.

SMILES	mec2-1	yeast cln2 rad14	yeast mlh1 rad18	yeast bub3	sgs1 mgt1	rad50
c1ccc(-c2cc(N3CCCCC3)c(-c3ccccc3)o2)cc1	1	-6	25	85*	44	21
Nc1ccc2c(c1)Cc1c(Cl)cccc1-2	54	80*	95*	94*	89*	96*
CC(C)C(/C=C/c1ccccc1)=N\NC(=S)NN	-6	13	32	27	17	-5
COc1cc(C2C3=C(CCC3=O)Oc3cc4c(cc32)OCO4)cc(OC)c1OC (configuration not stated)	17	2	2	-5	-12	3
CC(=O)CCCCCCCCCCCC[C@@H]1CC[C@H](C)[C@H](O)N1	-36	5	-49	-14	-38	-27
COc1cccc(CC2c3ccccc3Nc3ccccc32)c1	7	-47	-4	-1	-12	-4
Cc1cc2c(=O)cc(-c3ccccc3)oc2c(C(=O)O)c1C	-9	-20	-10	-5	15	-13
CC(=O)[CH-]C(=O)c1ccccc1.CC(=O)[CH-]C(=O)c1ccccc1.CC12CC3(C)CC(C)(C1)CC([O-])(C2)C3.CC[O-].[Ti+4]	22	24	18	9	29	15
O=C1C=CCCCC1(c1ccccc1)c1ccccc1	70*	20	74*	52	85*	78*
CNC(=S)NNC(=O)c1c(C)nc2sccn12	2	5	9	-1	-10	7
O=c1c(CN(CCO)CCO)c(-c2ccccc2)sc2ccccc12	-25	13	15	-14	-28	-3
O=C(CC(C(=O)c1cccs1)c1ccc2c(c1)OCO2)c1ccc(Br)cc1 (configuration not stated)	-15	-40	-5	16	7	-6
CCCCCC(CN(C)C)C(=O)CC(SCC)c1ccccc1 (configuration not stated)	20	1	17	19	9	28
COc1ccc(Cl)cc1NC(=O)Oc1ccc(C=O)cc1OC	7	17	11	22	10	16
O=C(O)COc1ccccc1-c1ccccc1	-14	-49	-9	2	-11	-34

Quoted from the listing:
Cc1cc2c(=O)cc(-c3ccccc3)oc2c(C(=O)O)c1C in yeast bub3 reads -5
O=c1c(CN(CCO)CCO)c(-c2ccccc2)sc2ccccc12 in yeast bub3 reads -14
CC(=O)CCCCCCCCCCCC[C@@H]1CC[C@H](C)[C@H](O)N1 in yeast cln2 rad14 reads 5

Entries shown so far that have a Cl atom, in the order listed:
SMILES	mec2-1	yeast cln2 rad14	yeast mlh1 rad18	yeast bub3	sgs1 mgt1	rad50
Nc1ccc2c(c1)Cc1c(Cl)cccc1-2	54	80*	95*	94*	89*	96*
COc1ccc(Cl)cc1NC(=O)Oc1ccc(C=O)cc1OC	7	17	11	22	10	16

The main list resumes, starting 7 compounds before the break.
SMILES	mec2-1	yeast cln2 rad14	yeast mlh1 rad18	yeast bub3	sgs1 mgt1	rad50
O=C1C=CCCCC1(c1ccccc1)c1ccccc1	70*	20	74*	52	85*	78*
CNC(=S)NNC(=O)c1c(C)nc2sccn12	2	5	9	-1	-10	7
O=c1c(CN(CCO)CCO)c(-c2ccccc2)sc2ccccc12	-25	13	15	-14	-28	-3
O=C(CC(C(=O)c1cccs1)c1ccc2c(c1)OCO2)c1ccc(Br)cc1 (configuration not stated)	-15	-40	-5	16	7	-6
CCCCCC(CN(C)C)C(=O)CC(SCC)c1ccccc1 (configuration not stated)	20	1	17	19	9	28
COc1ccc(Cl)cc1NC(=O)Oc1ccc(C=O)cc1OC	7	17	11	22	10	16
O=C(O)COc1ccccc1-c1ccccc1	-14	-49	-9	2	-11	-34
COC(=O)C1=C(\N2CCCC2)CC(C)(C)CC(=O)/C=C\1C(=O)OC	-4	-6	19	10	12	-6
Nc1cn[nH]c(=O)n1	21	13	3	10	2	-4
CSC(SC)=C1C(=O)N(c2ccccc2)N=C1C	27	18	32	16	1	17
COc1ccc(C2S/C(=C\c3cccc([N+](=O)[O-])c3)C(=O)N2NC(=O)Cc2ccccc2)cc1 (configuration not stated)	-21	-59	12	36	4	1
O=C1CN(c2cccc(C(F)(F)F)c2)C(=O)CN1/N=C/c1ccc(O)c(O)c1	0	-2	28	2	-5	3
C[OH2+].[Cl][Cu+].[Cl][Cu+].[NH-]CCC([OH2+])CC[NH-]	-12	-58	8	-3	-14	-9
C(=C/c1ccccc1)/c1ccccc1	-16	9	-2	-3	-26	-6
CCOC(=O)c1c(C(F)(F)F)oc2c1ccc1nc3nonc3nc12	22	28	35	21	23	44
COC(=O)c1cc(=O)[nH]c(SC)n1	3	-38	13	6	4	2
OCC(O)C(Cl)CCl (configuration not stated)	-9	15	-18	-10	-6	0
C(=N\Nc1ccccc1)/c1ccc2c(c1)OCO2	-3	4	11	14	3	36
O=C(O)c1cscn1.O=C(O)c1cscn1.[I][Pt][I]	4	-17	48	1	14	6
CSC1=NC(C(N)=O)C(N)N1C (configuration not stated)	-16	17	12	1	6	-3
O=C(C1=Cc2ccccc2OC1)N1CCN(c2cccc(Cl)c2)CC1	36	58	71*	90*	72*	49
CS1(C)=NC(=O)C2=C(N=1)c1ccccc1S2(=O)=O	-6	-20	-8	2	-19	-11
COC1OC(C)C(OC(=O)c2ccccc2)C(OC(=O)c2ccccc2)C1OC(=O)c1ccccc1 (configuration not stated)	-3	-24	13	2	4	16
CSC(=S)N/N=C(\C)c1cccc(C)n1	99*	99*	99*	99*	99*	99*
Cc1ncc([N+](=O)[O-])n1CC[N+](C)([O-])CCCCn1ccnc1[N+](=O)[O-] (configuration not stated)	-21	-42	-9	-4	21	17
O=C(Nc1ccc(Cl)cc1[N+](=O)[O-])Oc1ccc(-c2ccccc2)cc1	58	8	66	79*	48	23
O=C1Nc2ccccc2/C1=C/COc1ccccc1	100*	98*	99*	100*	100*	100*
COC1(OC)CCCCCCCCC(OC)(OC)CCCCCCCC1	-18	13	-8	16	-10	8
O=C(c1ccccc1)C1C(C(=O)c2ccccc2)C(c2ccccc2)N(c2ccccc2)C1c1ccccc1 (configuration not stated)	18	19	-75	-12	-27	27
O=C(O)C1OC(N(O)c2ccc(Oc3ccc(Cl)cc3)cc2)C(O)C(O)C1O (configuration not stated)	18	-2	18	-6	13	5
COC(c1ccc2c(c1)OCO2)C(C)Br (configuration not stated)	-4	-31	7	-9	14	7
OCC1OC(n2cnc3cncnc32)CC1O (configuration not stated)	-3	6	-11	6	3	20
COc1ccc(-c2cc(=O)c3c(C)cc(C)nc3[nH]2)cc1	12	2	21	45	58	-4
C=C1c2nc3ccccc3n2C=C(c2ccc(OC)cc2)N1c1ccc(OC)cc1	10	19	8	-2	-24	-5
CC[N+](CC)(CC)CCOC(=O)C1C2CC3OC(=O)C1C3C2 (configuration not stated)	-12	-20	4	-8	20	33
CC(=O)Nc1ccc2oc(C)nc2c1	-1	9	21	13	8	24
Oc1ccccc1C=Nc1ccccc1C(F)(F)F	-20	/	25	/	/	-7
CCCC(=O)Oc1cccc(C)c1	5	15	-18	0	0	16
Cc1cccc(N=Cc2ccc(Cl)cc2Cl)c1C	20	29	32	19	27	35
COc1cc(/C=C/c2ccccn2)oc(=O)c1	-7	-14	8	-12	-2	5
Cc1cc(Cl)c(Cl)cc1[N+](=O)[O-]	-15	-26	6	0	-8	-7
Cc1ccc(NC(=O)COc2cc(Cl)c(Cl)cc2Cl)cc1[N+](=O)[O-]	-9	10	0	0	-7	-9
N#Cc1c(-c2ccccc2)[nH]c(=O)n(C2OC(CO)C(O)C(O)C2O)c1=O (configuration not stated)	5&-10	10&11	-58&-90	3&-16	-4&-19	7&-7
CCCCC(O)CCCC	9	22	-7	64	16	5
CS(=O)CC1OC2OC3C(CO)OC(OC4C(CO)OC(OC5C(CO)OC(OC6C(CO)OC(OC7C(CO)OC(OC8C(CO)OC(OC1C(O)C2O)C(O)C8O)C(O)C7O)C(O)C6O)C(O)C5O)C(O)C4O)C(O)C3O (configuration not stated)	-17	-21	10	-8	-9	-2
CC(ON=C1c2ccccc2-c2ccccc21)C(=O)O (configuration not stated)	-10	0	-2	0	-7	5
C=CS(=O)(=O)Cc1ccc(Cl)cc1	97*	94*	97*	97*	94*	99*
Cc1cc(Cl)ccc1NC(=O)CC/C(CC(=O)C(C)C)=N\NC(=O)C[n+]1ccccc1	3	-15	-33	-31	-20	-44
O=S(=O)(O)CC[S][Sn]([S]CCS(=O)(=O)O)([c]1ccccc1)[c]1ccccc1 (tested in a mixture with another compound)	83*	80*	91*	86*	89*	72*
O=C(c1cc([N+](=O)[O-])cc([N+](=O)[O-])c1)N1CCCC1	-21	-25	9	16	-3	-46
O=P(c1ccc(F)cc1)(c1ccc(F)cc1)c1ccc(F)cc1	-22	19	10	26	26	9
CCOC(=O)NC1CC2C=CC1CC2 (configuration not stated)	-22	-64	-13	17	-8	-13
Cc1[nH]c(=O)nc2nc3ccc(Cl)cc3c(NCCNCCO)c12	-42	4	-44	-1	24	-38
CC1(C)C(N2CCCC2)N(C(=O)c2ccccc2)SC12c1ccccc1-c1ccccc12 (configuration not stated)	14	-29	9	25	34	28
Cc1ccc(Nc2nc(NNC(=O)Cc3ccccc3)nc(NNC(=O)c3ccncc3)n2)cc1	-15	14	1	17	23	2
C/C(=N\NC(=O)C[n+]1ccccc1)c1sc(-c2nc(C)c(/C(C)=N/NC(=O)C[n+]3ccccc3)s2)nc1C	97*	93*	96*	97*	97*	97*
CCOC(=O)CC(C)C(Br)(C(=O)OCC)C(=O)OCC (configuration not stated)	93*	20	95*	93*	89*	47
COc1ccc2c(c1)CCN1CCCc3ccccc3C21 (configuration not stated)	3	26	-6	15	6	22
CCCCCCCCCCCCCCCCOc1ccc(C)cc1	-30	/	-28	/	/	-14
O=C(OC(C[n+]1ccccc1)c1ccccc1)c1ccccc1 (configuration not stated)	-1	14	34	-6	4	-1

Screens: PubChem, NCI
